# Assay outcomes as filed in PubChem BioAssay.
# Rad51 HR inh: blocks human Rad51 in homologous recombination. inhibition, % at 10 µM. hRad51 DNA strand exchange, fluorescence dequenching. AID 1385. actives 0.085% (n = 200,000);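 active = inhibition above 40% at the single screening dose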;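 note: 0% = DMSO control wells and 100% = blanks with heterologous ssDNA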
# Target sequence (Q06609 whole entry, looked up): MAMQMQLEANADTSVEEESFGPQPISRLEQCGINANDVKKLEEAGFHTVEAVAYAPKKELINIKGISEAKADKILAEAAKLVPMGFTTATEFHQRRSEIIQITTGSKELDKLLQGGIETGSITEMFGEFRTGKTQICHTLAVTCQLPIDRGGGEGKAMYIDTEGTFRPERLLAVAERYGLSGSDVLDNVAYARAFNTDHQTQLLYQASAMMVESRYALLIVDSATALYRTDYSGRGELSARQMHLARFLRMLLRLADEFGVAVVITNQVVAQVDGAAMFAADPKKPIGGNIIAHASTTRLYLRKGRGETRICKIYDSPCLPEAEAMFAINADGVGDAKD
#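 material = hRad51 filaments on single-stranded DNA | timing = filaments 15 min 37 °C, then compound 30 min | signal = FRET fluorescence dequenching, excitation 485 nm, emission 520 nm | benchmarks = control wells and blank wells on each plate | evaluation = percent inhibition relative to plate controls and blanks | compound = 10 µM final, single point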
# EP2 mod: modulates human prostaglandin E2 receptor EP2 signaling. EP2-expressing cells, cAMP HTRF FRET, PGE2 co-stimulation. induction, % at 25 µM. actives 0.83% (n = 260,000). AID 940;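 active = compounds whose cAMP rise, as percent of the full-agonist control response, exceeds 60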;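 note: rat C6 glioma line stably carrying human EP2 under a CMV promoter; the protocol text gives 20 µM as final concentration; 100% = response of wells given 1 µM PGE2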
# Target sequence (P43116 whole entry, looked up): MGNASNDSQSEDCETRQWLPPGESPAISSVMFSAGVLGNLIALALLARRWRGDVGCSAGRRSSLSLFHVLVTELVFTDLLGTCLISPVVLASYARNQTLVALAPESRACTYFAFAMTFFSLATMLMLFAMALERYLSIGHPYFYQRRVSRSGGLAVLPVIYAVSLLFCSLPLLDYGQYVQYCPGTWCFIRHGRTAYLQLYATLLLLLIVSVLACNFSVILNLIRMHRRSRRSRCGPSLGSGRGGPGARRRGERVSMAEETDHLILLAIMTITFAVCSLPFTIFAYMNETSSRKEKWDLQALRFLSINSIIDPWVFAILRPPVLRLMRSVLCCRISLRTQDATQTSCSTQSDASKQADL
# eIF4E 4G PPI: inhibitors of eIF4E and eIF4G interaction in translation initiation. inhibition, % at 21.7 µM. actives 0.37% (n = 220,000). TR-FRET eIF4E-eIF4GI(517-606) binding, 2 h;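 active = inhibition above about 30%, limit read from the data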;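 note: 0% = full FRET control wells and 100% = background wells lacking eIF4GI fragment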
# zVAD death inh: blocks zVAD induced death of L929 cells | L929 zVAD necroptosis rescue, ATP luminescence, 24 h; with zVAD 60 µM | actives 0.38% (n = 220,000) | viability rescue, % at 10 µM;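 active = activation, scaled between plate controls, above about 75%, limit read from the data; inactive = activation under that limit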;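 note: 0% = zVAD with DMSO and 100% = DMSO alone without zVAD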
# m-calpain inh: blocks pig calpain II enzyme activity | purified calpain II, fluorogenic peptide substrate, 30 min | inhibition, % at 16 µM | actives 0.37% (n = 220,000);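 active = inhibition above about 50%, limit read from the data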
# PGE2 EP2 inh: EP2 receptor (human) inhibition; P43116; C6 glioma cells expressing human EP2, cAMP TR-FRET; cells stimulated with saturating PGE2; inhibition, % at 25 µM; actives 0.52% (n = 260,000);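 active = percent inhibition above 40 after rounding to a whole number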;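 note: rat C6 glioma host cells with rolipram phosphodiesterase inhibitor present; the protocol text gives 20 µM as final concentration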
# 14-3-3 Bad inh: disrupts binding of bovine 14-3-3 zeta to phospho-Bad peptide; P63103; TR-FRET 14-3-3zeta/Dy647-pBad peptide displacement, 1 h; inhibition, % at 21.7 µM; actives 0.71% (n = 220,000);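 active = inhibition above about 70%, limit read from the data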;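 note: 0% = full 14-3-3 plus peptide FRET controls and 100% = background without 14-3-3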
# Target sequence (P63103 whole entry, looked up): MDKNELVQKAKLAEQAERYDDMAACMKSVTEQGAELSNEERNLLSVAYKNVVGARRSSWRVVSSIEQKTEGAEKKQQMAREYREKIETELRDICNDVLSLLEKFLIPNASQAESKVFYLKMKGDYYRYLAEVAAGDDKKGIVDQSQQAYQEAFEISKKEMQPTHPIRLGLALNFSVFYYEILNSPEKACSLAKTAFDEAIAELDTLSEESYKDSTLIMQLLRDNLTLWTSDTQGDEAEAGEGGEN
# Hck Nef HTS: blocks Nef-activated human Hck kinase; P08631; Recombinant Hck-YEEI plus Nef, Z-Lyte FRET kinase assay; inhibition, % at 20 µM; actives 0.68% (n = 220,000); AID 463187;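 active = Hck-Nef kinase inhibition above about 50%, limit read from the data; inactive = inhibition below that limit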;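 note: 0% = DMSO with Hck plus Nef and 100% = Hck alone without Nef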
# TbHK1 inh: T. brucei hexokinase 1 inhibition; actives 0.11% (n = 220,000); recombinant TbHK1, G6PDH-coupled NADH A340; AID 1430; inhibition, % at 10 µM;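 active = inhibition of 50% or more in the single-dose primary screen; inactive = inhibition below 50%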
# The depositor's hits bear a star; i = inactive; / = not tested or not shown; & = joins results of further samples; [ ] = remark or other dose.
SMILES,Rad51 HR inh,EP2 mod,eIF4E 4G PPI,zVAD death inh,m-calpain inh,PGE2 EP2 inh,14-3-3 Bad inh,Hck Nef HTS,TbHK1 inh
CC1=NC(C)Cc2ccccc21 (stereo not drawn),4,13,5[fluorescence artefact?],0.1,19,6,10,0,-3
[N-]=[N+]=CC(=O)CNC(=O)[C@@H](Cc1ccccc1)N1C(=O)c2ccccc2C1=O,10,12,-4,-0.2,9,18,-2,-1,7
O=S(=O)(NCc1ccccc1)c1ccccc1Br,4,-2,0,-1.0,-13,15,-5,35,-11
Cc1ccc(N(C(=O)Cn2nnc(-c3ccc(C)o3)n2)C(C(=O)NC2CCCC2)c2ccco2)cc1 (stereo not drawn),-3,10&-13,-19,0.0,22,3&11,0,5,-1
C=C(C)C(=O)Nc1cccc(C2=NOC3(C2)C[C@@H](C(N)=O)N(C(=O)/C=C/CC)C3)c1 (stereo partly drawn),-2,9,5,0.5,-14,14,34,32,3
Cc1ccccc1NC(=O)C1CC(=O)N(Cc2ccccc2)C1 (stereo not drawn),13,-1,3,0.3,-16,7,-11,17,-5
CCOC(=O)c1cc2c(=O)n3ccccc3nc2n(Cc2ccco2)c1=NC(=O)c1ccc(OC)cc1,-5,52,0,-0.6,-216,12,-17,25,-8
Clc1ccc(-c2ccccc2)nn1,2,-7,2,0.3,1,5,-3,16,-3
CN(C)S(=O)(=O)c1ccc(C(=O)OCC(=O)NCc2ccco2)cc1,-2,-18,8,1.1,-18,12,0,-4,2
O=C(NO)C1CC2C=CC1C2 (stereo not drawn),0,7,-6[fluorescence artefact?],-0.3,3,13,-3[fluorescence artefact?],-1,1
N#CC(c1ccc(Cl)cc1)c1nc2ccccc2nc1C(F)(F)F (stereo not drawn),/,-3,10,0.8,6,8,6,0,2
CC(=O)c1ccc(NS(=O)(=O)c2ccc(CC(C)C)cc2)cc1,0,-6,1[fluorescence artefact?],-1.4,26,10,19[fluorescence artefact?],-19,-9
CCC(=O)N1CCN(c2ccc(NC(=O)c3ccco3)cc2)CC1,5,3,-18,-0.4,-7,8,1,8,-1
COC(=O)Nc1ccc(OCc2ccccc2)cc1,1,7,-4,0.1,-17,11,1,-19,-8
Cc1cc(Cl)c(S(=O)(=O)NCC2CCCO2)cc1OCC(N)=O (stereo not drawn),1,-4,7,0.3,15,9,-2,1,5
CCN1CCN(c2nc(-c3ccccn3)nc3ccccc23)CC1,8,12,19[fluorescence artefact?],0.1,0,7,-2,-2,-15
COC(=O)n1c(=O)oc2cc(S(=O)(=O)N3CCCCC3)ccc21,/,11,-6,1.3,-7,8,-20[fluorescence artefact?],1,1
CCCCNc1c(N)n(CC(C)C)c(=O)[nH]c1=O,-4,-11,-3,1.5,-16,10,-7,-4,-1
COC(=O)c1cccc(-n2cnnn2)c1,-3,-4,2,-0.7,-7,8,4,-9,4
O=c1c2cc(Cl)ccc2[nH]c(=S)n1Cc1cccs1,5,2,6,0.3,-4,4,-20,-2,19
CCOc1ccc(S(=O)(=O)NC(Cc2cnc[nH]2)C(=O)O)cc1 (stereo not drawn),0,18,3,2.6,-3,5,-1,-9,-1
Cc1cc(=O)[nH]c(N/N=C/c2ccccn2)n1,-2,-11,3,61,7,11,11[fluorescence artefact?],3,-8
Cc1noc(C)c1C(=O)NNc1cc(Cl)ccc1Cl,-9,11,-7,-0.8,10,11,-13,0,-3
O=C(Nc1ccccc1N1CCOCC1)c1ccc2c(c1)OCO2,7,1,0,-0.9,-13,10,-11,19,-5
COc1ccc2c(c1)CCc1cc(C(=O)O)sc1-2,/,10,1,-0.6,-328,6,14,26,-47
Cc1cc(N2CCN(c3ccccn3)CC2)n2c(nc3ccccc32)c1C#N,4,21,-4,0.5,-78,12,-1,2,-6
Cc1ccc(C(=O)N(CC(=O)NC2CCCC2)Cc2cccs2)s1,-3,25&-25,2,-0.4,-13,9&9,0[fluorescence artefact?],3,-1
CCN1C(=O)/C(=C/c2ccc(C)o2)N(C)C1=S,-4,12,5,-0.1,4,10,-6,4,-8
Cc1ccc(S(=O)(=O)Oc2ccc(C(c3c(C)[nH][nH]c3=O)c3c(C)[nH][nH]c3=O)cc2)cc1,-6,43,3,0.3,-39,5,-16,-2,5
CCc1ccccc1NC(=O)c1cc(-c2cccc(O)c2)on1,-1,-11,2,1.6,15,8,3,18,2
Cc1cc(C)c2c(c1)[C@@H]1C=CC[C@@H]1[C@H](c1ccc(S(=O)(=O)N3CCOCC3)cc1)N2,/,-14,4[fluorescence artefact?],0.1,-26,7,-4,15,-9
Cc1ccccc1CN1CCN(S(C)(=O)=O)CC1,-1,-1,-3,0.2,-5,5,-4,11,3
CSc1ccccc1NC(=O)COc1ccc(S(=O)(=O)N2CCCC2)cc1,-7,8,-20[fluorescence artefact?],-0.1,-38,16,1,1,3
CCSc1nnc2c(n1)OC=Nc1ccc(Br)cc1-2,2,15,1,-0.1,-19,13,-5,0,-11
CC(C)C(=O)c1cn(CC(=O)NCc2ccco2)c2ccccc12,-5,2,-2,0.9,-12,10,0[fluorescence artefact?],4,-2
O=C(CNC(=S)N(Cc1ccccc1)Cc1cccnc1)NCCc1ccccc1,-17,4,3[fluorescence artefact?],/,21,6,-11,8,-2
CCCn1c(SCC(=O)Nc2ccc(OCC)cc2)nnc1C(C)C,2,19,-5,0.0,21,12,1,1,-1
CC(/C=N/NC(=O)c1cc(-c2ccc(C)s2)[nH]n1)=C\c1ccccc1,2,-5,-7,2.3,-26,10,7,1,-7
COc1ccc(C(=O)Oc2cccnc2)cc1,0,-8,-3,-0.7,30,12,67,1,-11
COc1cc(NC(=O)c2csc(-c3ccncc3)n2)cc(C(=O)Nc2cccc(C(F)(F)F)c2)c1,-6,-3,-6,1.2,-72,3,-2,12,-20
Cc1nc(NC(C)C)c2oc3ccccc3c2n1,4,-11,6,2.9,-18,19,32,1,-7
COc1ccc2nc3ccccc3nc2c1NC(=O)c1ccc(Cl)cc1Cl,i,-62,5,0.0,-73,11,-10,3,1
COC(=O)C(C)Sc1n[nH]c(=S)s1 (stereo not drawn),10,17,-12,0.4,-26,2,12,-2,-7
CS(=O)(=O)N(CC(=O)NN=C1CCCCCC1)c1ccc(Oc2ccccc2)cc1,/,9,2,0.2,-1,4,-7,5,-1
Cc1cc(N2CCCCC2)c(F)cc1[N+](=O)[O-],-4,-10,1,0.8,16,5,-2[fluorescence artefact?],0,-2
NNC(=O)c1cc2c(s1)-c1cc(Cl)ccc1SC2,8,8,0,1.1,-47,5,1,3,-6
CC(C)(C)OC(=O)N1CCCC1C(=O)NC(Cc1ccccc1)C(=O)O (stereo not drawn),0,20,-1,-0.3,13,9,5,2,9
Cc1ccc(C2C(C#N)=C(N)SC(N)=C2C#N)c(C)c1,-14,1,-8,-0.9,-23,10,-9,3,-7
Nc1ccc2nc(NC(=O)C3CCCCC3)sc2c1,/,-33,1,4.0,-16,6,-11,19,-1
COc1ccc(C(=O)c2c(C)c3ccccc3n2CC(O)CNC(C)C)cc1 (stereo not drawn),-8,-15,-5,-0.1,-6,12,21,3,-18
CCOc1ccc(OCCOCCNCCOC)cc1,1,34,6,0.4,0,11,19,3,24
O=c1c2cn[nH]c2nc(SCc2ccc3c(c2)OCCO3)n1-c1ccccc1,5,7,5,0.9,-80,14,-2,0,7
COc1ccc(C(C(=O)NC2CCCC2)N(Cc2ccc(F)cc2)C(=O)c2ccn[nH]2)cc1OC (stereo not drawn),-1,-6,-4[fluorescence artefact?],-0.1,-10,11,10[fluorescence artefact?],0,3
Cc1nc2cc(NC(=O)N3CCN(c4ccccn4)CC3)ccc2o1,4,8,-27,0.2,-14,8,-7[fluorescence artefact?],0,2
O=C(NNC(=S)NC1CC2C=CC1C2)c1ccncc1 (stereo not drawn),1,-28,-8,0.2,16,2,-4,-16,-21
CCN(c1ccc(NC(=O)COC(=O)CCc2nc3ccccc3n2-c2ccccc2)cc1)C(C)C,3,12,5,1.7,21,8,-2,1,-6
CCOc1cc(C)c(Cl)cc1S(=O)(=O)NCc1ccc2c(c1)OCO2,2,43,-3,-0.3,2,12,-1,7,-1
CN(CC(=O)Nc1ccccc1Br)c1ncnc2sccc12,-7,-28,2,3.1,-19,4,-20,1,3
FC(F)(F)c1nnc(N2CCN(c3ccc(Cl)cc3)CC2)s1,-26,-10,0,0.5,5,2,6,7,-14
CCN(CC)C(=O)C1CCCN(C/C(C)=C/c2ccccc2)C1 (stereo not drawn),-6,8,1,0.2,21,5,2,-2,1

# Part of the list above in another layout:
# Sequence of screens: Rad51 HR inh	EP2 mod	eIF4E 4G PPI	zVAD death inh	m-calpain inh	PGE2 EP2 inh	14-3-3 Bad inh	Hck Nef HTS	TbHK1 inh
> COc1ccc(C(=O)c2c(C)c3ccccc3n2CC(O)CNC(C)C)cc1 (stereo not drawn)
    -8	-15	-5	-0.1	-6	12	21	3	-18
> CCOc1ccc(OCCOCCNCCOC)cc1
    1	34	6	0.4	0	11	19	3	24
> O=c1c2cn[nH]c2nc(SCc2ccc3c(c2)OCCO3)n1-c1ccccc1
    5	7	5	0.9	-80	14	-2	0	7
> COc1ccc(C(C(=O)NC2CCCC2)N(Cc2ccc(F)cc2)C(=O)c2ccn[nH]2)cc1OC (stereo not drawn)
    -1	-6	-4[fluorescence artefact?]	-0.1	-10	11	10[fluorescence artefact?]	0	3
> Cc1nc2cc(NC(=O)N3CCN(c4ccccn4)CC3)ccc2o1
    4	8	-27	0.2	-14	8	-7[fluorescence artefact?]	0	2

# Continued:
SMILES,Rad51 HR inh,EP2 mod,eIF4E 4G PPI,zVAD death inh,m-calpain inh,PGE2 EP2 inh,14-3-3 Bad inh,Hck Nef HTS,TbHK1 inh
Cc1nnc(SCC(=O)Nc2cc(C(F)(F)F)ccc2N2CCOCC2)o1,-10,0,-5[fluorescence artefact?],-0.1,-12,7,0[fluorescence artefact?],5,3
COc1ccccc1C(CNC(=O)c1ccc(S(=O)(=O)NCc2ccco2)cc1)N(C)C (stereo not drawn),4,-15,8,0.3,-8,12,-11,1,11
CCN(CC)CCn1c(OC)cc(=O)[nH]c1=O,0,6,1,-0.2,-22,5,-5,-1,5
COc1ccc(/C=C/C(=O)OCC(=O)Nc2ccc(N3CCOCC3)cc2)cc1,-1,1,-2,0.2,14,4,11,13,-4
COc1ccc(NC(=O)C(c2ccccc2)c2ccccc2)cn1,0,-21,0,-0.6,29,4,4,-19,7
Fc1ccc(Br)cc1C1C=C(c2ccc(Br)cc2)Nc2ncnn21 (stereo not drawn),7,-44,-6,1.5,0,11,1,0,-4
COc1ccccc1OCC(=O)N1CC2(C)CC1CC(C)(C)C2 (stereo not drawn),-9,7,5,0.0,-26,10,-5,-1,-4
Cc1ccc2nsnc2c1S(=O)(=O)NC1CC1,-6,-9,3,-0.2,-15,10,-1,11,-6
CCOc1ccc(C(C)C)cc1S(=O)(=O)n1ccnc1C,/,31,4,-0.8,27,6,4,1,10
COc1cccc(NC(=O)/C=C/c2ccccc2[N+](=O)[O-])c1,9,-16,8,24,3,12,-24[fluorescence artefact?],3,15
NC(=O)C1(N2CCCCC2)CCN(C(=S)Nc2ccc(Cl)cc2)CC1,-6,-33,9,0.5,-1,13,-7,1,-4
O=C(COC(=O)c1ccc(NS(=O)(=O)c2cccs2)cc1)Nc1nc2c(F)c(F)c(F)cc2s1,10,-26,15,1.0,-84,10,10,4,33
CC(C)C(=O)Nc1ccc(NC(=O)c2cccs2)cn1,6,10&-18,0,4.5,5,14&12,41,1,-2
O=C1N=C(N2CCN(c3ccccc3)CC2)SC1Cc1ccccc1 (stereo not drawn),-1,-14,-2,0.0,8,11,6,1,-6

# This is a subset; the hit share may differ from the screen's.
